Compound activity (PubChem BioAssay)
DNA FID counter: compounds displacing fluorescent DNA intercalator, primary screen, artefact control for HCV NS3 helicase inhibitor project, biochemical, FID fluorescence. 290,000 compounds, 0.17% hits. DNA fluorescent intercalator displacement. AID 1845, 2009. inhibition, % at 7.9 µM; in the data active = inhibition above about 37%;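 also: 0% = vehicle and 100% = reference compound; higher means more ethidium bromide displaced from hairpin DNA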
MEKK2mut PB1 HTS: MEK5 binding signal on mutant MEKK2 PB1, primary screen, biochemical, multiplex bead flow cytometry, Alexa488-MEK5; percent response, % at 10 µM; Alexa488-MEK5 binding to MEKK2 mutant; AID 1530, 2009; 290,000 compounds, 0.35% hits; in the data active = percent response above about 24%, passing the limit was not always enough; also: inactives centre near 1; some results filed as inactive read as strong as hits
NALP1 yeast inh: NALP1 inflammasome inhibitors in reconstituted yeast, colorimetric, S. cerevisiae, triplicate retest | inhibition, % at 10 µM | 280,000 compounds, 0.61% hits | S. cerevisiae NALP1/ASC/caspase-1 growth, X-gal OD620, 72 h; in the data active = inhibition mostly above about 24%, no sharp cut-off; inactive = mostly below about 32%; also: some compounds called inactive have numbers as strong as hits
NS3 helicase inh: inhibitors of HCV NS3 helicase, primary screen, biochemical, Cy5 molecular beacon fluorescence. Hepatitis C virus NS3 helicase. NS3 helicase DNA unwinding. inhibition, % at 10.9 µM. 290,000 compounds, 0.56% hits;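 active = inhibition above the mean of all tested compounds plus 3 SD, set per campaign, cut at about 35% in these data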;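 also: 0% = DMSO wells and 100% = thioflavine S control wells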
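System: Hepatitis C virus NS3 helicase domain fragment enzyme | Reagent: Annealed dual-labelled DNA beacon duplex, ATP-started | Compound dosing: 10.9 µM single point, 0.8% DMSO | Incubation: 1 h reaction at 25 °C, ATP-initiated | Technique: Cy5 fluorescence | Evaluation: Percent inhibition from t60/t0 fluorescence ratio | Benchmarks: Low DMSO, high thioflavine S at 110 µM | Replication: Singlicate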
MEKK2 WT-MEK5: modulators of MEK5 binding to wildtype MEKK2, primary screen, biochemical, multiplex bead flow cytometry, Alexa488-MEK5; Alexa488-MEK5 binding to MEKK2 WT; actives lie on both sides; AID 1531, 2009; binding response (% of control), % at 10 µM; 290,000 compounds, 1.1% hits; Mitogen-activated protein kinase kinase kinase 2 (Homo sapiens), Q9Y2U5; in the data active = binding response below about 67% or above about 130%
SUMO HTRF inh: inhibitors of in vitro SUMOylation cascade, primary screen, biochemical, HTRF, uHTS. 290,000 compounds, 0.36% hits. SUMO-conjugating enzyme UBC9 (Homo sapiens), P63279. inhibition, % at 35 µM. AID 2006, 2009. HTRF SUMOylation assay, SAE1/SAE2 + UBC9; in the data active = inhibition above about 50%, passing the limit was not always enough; also: strong numbers were not always called active
Target sequence (P63279 whole entry, looked up): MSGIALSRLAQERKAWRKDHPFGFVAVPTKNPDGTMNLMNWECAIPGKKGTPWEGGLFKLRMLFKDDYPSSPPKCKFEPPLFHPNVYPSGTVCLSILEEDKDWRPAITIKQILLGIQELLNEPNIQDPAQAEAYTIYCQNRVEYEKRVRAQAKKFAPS
IMP-1 inhibitor: IMP-1 metallo-beta-lactamase inhibitors, primary screen, biochemical, epi-absorbance readout, Pseudomonas aeruginosa enzyme | purified IMP-1, nitrocefin hydrolysis, epi-absorbance fluorescence | inhibition, % at 5.6 µM | 290,000 compounds, 0.45% hits;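 active = inhibition above the mean plus 3 SD of all compounds in the same screening run, cut at about 4.5% in these data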;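 also: 0% = IMP-1 with DMSO and 100% = DMSO wells lacking enzyme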
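System – purified recombinant IMP-1 beta-lactamase · Input – IMP-1 dispensed at 0.2 nM · Timing – 15 min preincubation plus 25 min reaction at 25 °C · Signal – Epi-absorbance fluorescence, 480 nm excitation, 530 nm emission · Measure – percent IMP-1 inhibition derived from blank-referenced optical density · Controls – Enzyme-plus-DMSO low control, enzyme-free DMSO high control · Replication – singlicate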
M18AAP inhibitor: PfM18AAP inhibitors, malaria aminopeptidase, primary screen, biochemical, QFRET, recombinant enzyme | inhibition, % at 7.35 µM | 290,000 compounds, 1.2% hits | H-Glu-NHMec fluorogenic cleavage | M18 aspartyl aminopeptidase (Plasmodium falciparum 3D7) | AID 1822, 2009;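 active = inhibition above the campaign mean inhibition over all tested compounds plus 3 SD, cut at about 28% in these data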;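 also: 0% = plate median of test compound wells and 100% = 2 mM ZnCl2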
VIM-2 inh: VIM-2 metallo-beta-lactamase inhibitors, primary screen, biochemical, epi-absorbance readout, Pseudomonas aeruginosa enzyme; 290,000 compounds, 0.89% hits; inhibition, % at 5.6 µM; purified VIM-2, nitrocefin hydrolysis, epi-absorbance fluorescence;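 active = inhibition above the mean of all tested compounds plus 3 SD, cutoff set per screening run, cut at about 7.5% in these data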;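 also: red hydrolysis product quenches plate fluorescence so inhibitors raise well fluorescence; 0% = enzyme with DMSO and 100% = DMSO without enzyme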
* hit, by the source's call; · = not tested or not shown. The order is random. About 4.7% of those tested had a hit in this group.

Under each structure – VIM-2 inh	NALP1 yeast inh	SUMO HTRF inh	DNA FID counter	IMP-1 inhibitor	M18AAP inhibitor	NS3 helicase inh	MEKK2mut PB1 HTS	MEKK2 WT-MEK5
[1] COCCCNC(=O)c1cn(-c2cccc(OC)c2)c(=O)c2ccccc12
    0.3	14.4	5.5	-8.3	-0.5	-2.5	-2.6	3.0	106.0
[2] Cc1ccc(C)c(Cn2nnc3c(=O)[nH]c(C4CCN(S(=O)(=O)c5ccc(S(=O)(=O)N(C)C)cc5)CC4)nc32)c1
    -1.6	0.0	22.0	-33.3	-6.6	6.9	-19.1	4.0	93.0
[3] Cc1ccc(-c2cc(C(=O)Nc3cc(C)on3)no2)cc1
    -5.2	0.7	11.9	-0.4	-3.0	-0.6	-17.2	6.0	102.0
[4] CCCn1nnc(NC(=S)NC(=O)/C=C/c2ccco2)n1
    -2.4	·	34.6	-14.6	-2.5	10.9	21.4	9.0	107.0
[5] Cc1onc(-c2c(Cl)cccc2Cl)c1C(=O)N1CCSCC1
    -0.3	-3.3	2.0	-8.0	-1.2	-2.4	-3.9	9.0	105.0
[6] COc1ccccc1NC(=S)N(Cc1ccccc1)Cc1cccnc1
    5.2	-2.7	-2.4	-6.3	-1.3	-7.0	-2.6	-1.0	101.0
[7] Cc1ccc(S(=O)(=O)N2CC(=O)Nc3ccccc32)cc1
    -2.9	14.0	-7.3	-0.8	-3.8	-0.8	2.9	-3.0	93.0
[8] CCOC(=O)N1CCN(C(=O)C2CCC(=O)N(Cc3cccc(C(F)(F)F)c3)C2)CC1 (stereo not drawn)
    -2.5	10.4	12.8	-44.0	-1.4	0.3	0.8	5.0	105.0
[9] CCc1ccc(S(=O)(=O)Nc2ccncc2)cc1
    -1.0	-17.9	0.2	-4.5	-4.6	8.0	2.5	2.0	96.0
[10] CC1CN(C(=O)N[C@@H](Cc2ccccc2)C(=O)O)CC(C)O1 (stereo partly drawn)
    -2.3	8.4	-5.4	10.4	-2.0	-2.3	3.0	1.0	100.0
[11] Cc1ccc(C(=O)C[n+]2ccccc2)cc1
    -0.2	0.8	3.8	1.7	-3.0	2.0	4.1	-6.0	96.0
[12] COc1ccccc1CNC(=O)Cn1cc(Br)ccc1=O
    -0.3	16.3	0.4	-0.5	-2.0	0.8	3.8	-2.0	100.0
[13] COc1cc(Cl)c(C)cc1NC(=O)Cc1cccs1
    1.0	3.4	-2.8	-11.6	-1.0	-1.6	-5.6	1.0	103.0
[14] CC(=O)NN1C(=O)c2ccc(Oc3ccc4c(c3)C(=O)N(NC(C)=O)C4=O)cc2C1=O
    -1.0	-8.2	4.7	1.9	0.2	2.6	4.8	0.0	100.0
[15] CCOC(=O)C1(Cc2cccc(F)c2)CCN(Cc2c(C)nn(CC)c2C)CC1
    -0.5	3.2	19.6	2.3	-3.2	-0.8	-0.9	3.0	100.0
[16] Cc1ccc(Cl)c(NC(=O)CCl)c1Cl
    -1.9	-1.7	9.6	-4.1	-3.2	1.8	0.3	-1.0	97.0
[17] CSc1nc2nc(-c3cccc(C(F)(F)F)c3)ccn2n1
    2.1	18.8	11.9	2.5	-3.0	-0.5	-3.7	-2.0	101.0
[18] c1ccc2c(c1)Cc1cc3ccccc3nc1-2
    6.8	8.7	-2.4	0.5	-2.7	1.3	1.3	3.0	102.0
[19] COC(=O)Cc1ccc(OCC(=O)Nc2ccc(OC(F)(F)F)cc2)cc1
    0.1	39.5	-7.7	-22.4	-0.3	-8.2	-1.6	-2.0	101.0
[20] Cc1cc2ccccc2n2c(SCC(=O)Nc3ccc(S(=O)(=O)N4CCCCC4)cc3)nnc12
    -0.1	44.4	-16.4	-6.8	-2.3	-9.6	-7.3	1.0	98.0
[21] COc1cc(C(=O)Nc2ccc3c(c2)C(=O)c2ccccc2C3=O)cc(OC)c1OC
    0.0	11.8	-0.3	3.2	-3.9	-8.5	9.1	6.0	104.0
[22] CCOC(=O)c1cc(C)[nH]c(=S)c1C#N
    -2.7	-12.2	-14.1	5.8	-5.3	-64.6	9.0	6.0	104.0
[23] Brc1ccc(C2=CC(c3ccco3)n3nnnc3N2)cc1 (stereo not drawn)
    0.6	·	17.5	-2.9	-2.9	4.2	-2.1	21.0	116.0
[24] Cc1cc(/C=N/NC(N)=S)c(C)n1-c1ccc(Br)cc1
    -3.0	0.5	15.7	-7.0	-3.5	21.5	-6.3	0.0	97.0
[25] CC(=O)c1cccc(NC(=O)c2ccncc2)c1
    -1.8	16.2	8.8	4.2	-3.1	-5.5	-2.7	5.0	104.0
[26] Clc1ccc(C2CC(c3ccccc3)Nc3ncnn32)cc1 (stereo not drawn)
    -3.2	29.6	-5.2	-18.3	-2.3	-3.4	-0.9	-1.0	95.0
[27] Cc1nc(-c2ccccc2Cl)sc1C(=O)/C=C/N(C)C
    1.6	-5.3	2.7	4.1	0.6	-14.8	6.4	-14.0	72.0
[28] CCOc1ccc(C(=O)OCC(=O)NC(C)C)cc1
    -1.0	-3.2	0.9	6.1	-1.7	-0.1	-3.5	-2.0	98.0
[29] CC(=O)Oc1ccc(C(=O)O)cc1OC(C)=O
    0.2	6.5	17.7	1.1	-1.4	70.2*	-1.9	7.0	104.0
[30] COc1ccc(NC(=O)NCCCN2CCN(c3ccccc3F)CC2)cc1
    1.7	·	-12.5	6.2	-0.3	-1.5	-2.5	-5.0	103.0
[31] CC(=O)c1ccc(N=C2NC(=O)C(CO)(CO)S2)cc1
    -4.3	-2.5	8.6	-4.0	-3.3	5.2	13.6	8.0	107.0
[32] O=[N+]([O-])c1cccc(-c2n[nH]c(=S)n2Cc2ccccc2)c1
    -2.4	27.9	13.1	-1.6	-5.8	28.7*	-3.0	3.0	105.0
[33] Cn1cnnc1SCC(=O)Nc1cc(S(=O)(=O)N2CCCCCC2)ccc1Cl
    -0.9	30.8	5.6	-11.2	-3.7	0.8	-5.0	-1.0	104.0
[34] Cc1ccc(C2=C/C(=C/c3cccs3)C(=O)O2)cc1
    -0.4	15.8	19.6	-8.4	-1.1	-1.9	13.7	-1.0	98.0
[35] COc1ccccc1C(=O)Nc1ccnn1C1CCN(Cc2cnn(C)c2C)CC1
    57.3*	15.6	18.3	-1.6	0.0	-16.2	1.9	6.0	107.0
[36] NCCc1c(-c2ccccc2)n(-c2ccccc2)c2ccccc12
    -2.1	-3.6	8.6	19.7	-2.2	0.2	-55.5	62.0*	197.0*
[37] Cc1noc(C)c1C(=O)OCC(=O)N(C)C1CCS(=O)(=O)C1 (stereo not drawn)
    -1.5	-5.3	-5.9	0.1	-1.6	-12.7	16.7	-11.0	88.0
[38] CC(C)Nc1cc(C(C)(C)C)nc2c(-c3ccccc3)cnn12
    -2.6	8.5	5.8	-5.3	-2.8	-3.2	-11.3	-14.0	104.0
[39] CN(CC(=O)NCc1ccccn1)S(=O)(=O)c1ccc2ccccc2c1
    -4.4	4.6	9.3	-22.1	-3.6	-8.3	1.4	0.0	111.0
[40] CC(=O)NC(CC(=O)N1CCN(C(C)=O)CC1)c1ccccc1 (stereo not drawn)
    1.0	5.3	-0.9	-11.2	0.7	-7.8	2.8	-12.0	83.0
[41] COc1ccc(NC(=O)c2ccccc2Oc2ccccc2)c(OC)c1
    -1.8	13.4	-19.5	-20.9	-3.2	1.8	-6.8	2.0	104.0
[42] O=C(c1ccc(COc2ccc3c(c2)CCC3)o1)N1CCN(c2ccccc2)CC1
    -0.7	·	·	-13.1	0.9	8.7	-1.6	2.0	103.0
[43] COc1cc(CNCc2ccccc2)cc(Cl)c1OC
    -3.2	14.8	-11.5	5.0	-1.1	-1.1	11.9	0.0	99.0
[44] COc1ccccc1NC(=O)c1sc2nc(N3CCOCC3)c3c(c2c1N)CCCC3
    -1.2	-7.9	13.3	-19.3	-1.2	26.7	-6.9	-3.0	94.0
[45] c1ccc(COc2ccc(CNCc3cccs3)cc2)cc1
    0.8	9.1	-15.9	13.8	-1.6	-13.9	-44.7	6.0	121.0
[46] CN(CP(=O)(O)CN(C)S(C)(=O)=O)S(C)(=O)=O
    -3.3	-9.7	-13.5	0.0	-2.1	4.1	6.4	4.0	113.0
[47] ClCc1cc2ccccc2nc1Cl
    -1.2	-5.5	8.6	3.6	-3.5	-4.8	12.7	-5.0	92.0
[48] C[C@@H](NC(=O)c1nc[nH]c1C(=O)N[C@@H](CCCCNC(=O)OC(C)(C)C)C(=O)OC(C)(C)C)c1ccccc1
    -6.6	-0.4	-56.5	-40.4	-2.8	-5.0	-11.8	-9.0	94.0
[49] CC1CC(C)CN(CCCNC(=O)c2cc3c(s2)-c2ccccc2OC3)C1 (stereo not drawn)
    -1.1	-8.0	·	36.1	-0.9	1.3	-85.6	25.0*	142.0*
[50] CN(CCO)c1cnccn1
    -4.3	13.2	7.1	1.6	-0.5	-3.2	-5.8	-6.0	91.0
[51] CN(C)c1ccc(NC(=O)CN2C(=O)CC(c3ccccc3)=Nc3ccccc32)cc1
    -2.6	16.5	25.0	-4.3	-4.0	1.9	5.7	-2.0	95.0
[52] CCOC(=O)C(C)/C(C)=N/NC(=O)CCC(=O)Nc1cc(C)ccc1C (stereo not drawn)
    -3.6	4.5	11.4	-9.7	-2.1	-6.0	-27.9	-2.0	93.0
[53] CN(C)C(=O)CSc1nnc(Cc2ccc3c(c2)OCO3)o1
    -2.6	-0.9	8.8	-1.1	-3.1	1.1	-4.8	2.0	104.0
[54] CCN1/C(=C/C=C/c2oc3ccc4ccccc4c3[n+]2CC)Oc2ccc3ccccc3c21
    13.4*	7.9	89.9*	-48.9	33.0*	-4.2	-44.5	·	·
[55] CCOC(=O)N1CCN(S(=O)(=O)c2ccc(C(=O)N(CCCN(C)C)c3nc4ccc(OC)cc4s3)cc2)CC1
    -0.6	9.8	2.5	28.9	-1.8	-0.9	-33.5	14.0	121.0
[56] CCOC(=O)CSc1nnc(-c2ccc(S(=O)(=O)N3CCOCC3)cc2)n1-c1ccccc1
    -3.0	·	10.0	-53.4	-1.2	2.2	20.5	-5.0	90.0
[57] COC(=O)c1nnn(-c2nonc2N)c1CSCCO
    -3.5	1.8	7.5	-4.4	-2.2	-0.4	1.2	10.0	103.0
[58] Cn1cc(CN2CCC(C(=O)Nc3cccc(-c4cccc(F)c4)c3)CC2)cn1
    -2.1	11.6	8.7	26.0	0.6	2.1	-35.5	21.0	146.0*
